Source: PubChem
KB-3-1 cytotox: kills parental KB-3-1 adenocarcinoma cells | Potency, µM (series often up to 46.1 µM), for the others: top-dose activity change, negative = cytotoxic, actives largely listed as cytotoxic | 400,000 compounds, 1.4% hits | KB-3-1 viability, CellTiter-Glo ATP luminescence, 72 h; note: potency is the fitted concentration of half-maximal effect; % is set by controls: 0 for no effect and ±100 for the full control effect; nearly all actives have a fitted effect of over 60% in size
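Luminescent ATP read-out (CellTiter-Glo) measures survival of drug-naive KB-3-1 cells after 72 h compound exposure at 37 °C. Titration series was screened from lowest to highest concentration, with DMSO vehicle plates as background controls.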
KB-V1 MDR tox: KB-V1 MDR subline cytotoxicity | KB-V1 MDR cells viability, CellTiter-Glo, 72 h | Potency, µM (titrated, usually from 46.1 µM), for inactives: at the highest dose activity change, negative = cytotoxicity, usual class: cytotoxic | 400,000 compounds, 3.4% hits; note: potency is the fitted concentration of half-maximal effect; % is set by controls: 0 for no effect and ±100 for the full control effect; nearly all actives have a fitted effect of over 60% in size
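Compound-treated KB-V1 multidrug-resistant cells, 72 h, 37 degrees C; viability by CellTiter-Glo. Fitted qHTS curves give the values.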
GLP1R ag: agonists of human GLP-1 receptor | P43220 | HEK293 GLP-1R CRE-luciferase, luminescence, 4-6 h; cells express a hypersensitive GLP-1R form | Potency, µM (top dose mostly 45.6 µM), for inactives: top-dose activation, usual class: activators | 380,000 compounds, 0.007% hits | AID 624172; note: potency is the fitted concentration of half-maximal effect; % of control where 0% means no effect
Target sequence (P43220 whole entry, looked up): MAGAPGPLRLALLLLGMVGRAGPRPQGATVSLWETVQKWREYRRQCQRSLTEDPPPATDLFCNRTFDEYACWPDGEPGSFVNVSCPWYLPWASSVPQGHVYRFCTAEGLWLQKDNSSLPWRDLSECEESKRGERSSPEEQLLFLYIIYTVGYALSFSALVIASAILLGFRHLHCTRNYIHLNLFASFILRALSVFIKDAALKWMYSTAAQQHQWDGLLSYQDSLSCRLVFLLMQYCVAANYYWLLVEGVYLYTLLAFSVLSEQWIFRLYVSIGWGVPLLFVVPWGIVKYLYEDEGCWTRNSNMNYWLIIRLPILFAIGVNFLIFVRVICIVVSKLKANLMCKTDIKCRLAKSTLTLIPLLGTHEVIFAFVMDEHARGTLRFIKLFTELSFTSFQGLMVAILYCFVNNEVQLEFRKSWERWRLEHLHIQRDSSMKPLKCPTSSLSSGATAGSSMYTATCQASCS
IL-1B inflam inh: inflammasome signaling inhibition, IL-1 beta readout; THP-1 LPS/ATP IL-1B secretion, AlphaLISA, 16 h; active compounds read low; activity change, % at 57.5 µM; 360,000 compounds, 4.7% hits; AID 743279; in the data active = activity change below about -50%; inconclusive = mostly about -30% to -49%; note: % is set by controls: 0 for no effect and ±100 for the full control effect
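Secreted IL-1B measured by AlphaLISA bead assay after 16 h compound exposure of THP-1 cells; compounds (final up to 57.5 uM) added 1 h before LPS (250 ng/mL) and ATP (1.25 mM) stimulation; lower signal means less secretion.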
DRD3 antagonist: antagonists of human D3 dopamine receptor | P35462 | D3R cells, DiscoveRx beta-arrestin luminescence, antagonist mode; active compounds read low | max response, negative = inhibition, % | 360,000 compounds, 2.5% hits | AID 652054; in the data active = max response below about -50%; inconclusive = no clear call, values can overlap the other calls; note: % is set by controls: 0 for no effect and ±100 for the full control effect; mostly tested at two doses, the higher about 12 µM
Target sequence (P35462 whole entry, looked up): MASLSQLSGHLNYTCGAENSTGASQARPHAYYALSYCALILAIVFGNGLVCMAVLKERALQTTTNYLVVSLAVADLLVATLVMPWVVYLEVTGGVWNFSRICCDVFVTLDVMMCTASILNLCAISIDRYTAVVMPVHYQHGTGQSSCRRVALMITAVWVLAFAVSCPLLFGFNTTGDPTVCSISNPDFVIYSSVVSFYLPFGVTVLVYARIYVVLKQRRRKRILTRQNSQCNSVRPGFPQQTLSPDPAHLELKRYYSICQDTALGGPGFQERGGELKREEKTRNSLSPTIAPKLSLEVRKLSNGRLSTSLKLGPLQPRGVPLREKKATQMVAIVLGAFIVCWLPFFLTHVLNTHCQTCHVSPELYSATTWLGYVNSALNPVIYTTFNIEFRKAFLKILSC
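Cells expressing the human receptor were seeded at 1500 cells/well, incubated overnight at 37 degrees C in 5% CO2, then exposed to library compounds with dopamine controls for 90 minutes at 37 degrees C before luminescent detection.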
SW480 rereplic: DNA re-replication induction in SW480 cells. SW480 DNA re-replication, Hoechst DNA content imaging, 48 h. Potency, µM (highest dose often 46.1 µM), for inactives: at the highest dose re-replication activation, most hits filed as activators. 340,000 compounds, 1.8% hits; note: potency is the fitted concentration of half-maximal effect; % of control where 0% means no effect; nearly all actives have a fitted effect of over 55% in size
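Image-based read-out: total Hoechst fluorescence of nuclei (405 nm excitation, 500-530 nm emission), with hits raising the fraction of high-intensity nuclei. SW480 colon cells incubated 48 hr with compounds at 37 C.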
DRD3 agonist: D3 dopamine receptor (human) agonism. AID 652048. D3R DiscoveRx beta-arrestin cells, luminescence, 90 min. 410,000 compounds, 0.58% hits. P35462. max activation, %; in the data active = max activation above about 30%; note: 0% is about no effect; mostly tested at two doses, the higher about 12 µM
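Cells at 1500/well, incubated overnight, then treated with pinned compounds (dopamine as control) for 90 min at 37 degrees C. DiscoveRx reagent added for 30 - 60 minutes at room temperature; luminescence read.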
HT1080 IDH1KD tx: kills HT-1080 cells with IDH1 knockdown. 360,000 compounds, 2% hits. Potency, µM (titrated, usually from 46.1 µM), without a hit: at the highest dose activity, negative = toxicity, most hits filed as cytotoxic. HT-1080 IDH1 knockdown viability, ATP luminescence, 48 h. AID 686971;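 note: potency is the fitted concentration of half-maximal effect; 0% = DMSO wells and -100% = cell-free medium wells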
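After a 2 h attachment period, IDH1KD HT-1080 cells took pin-transferred compound for 48 h at 37 °C; ATP-based luminescence after 10 min room-temperature reagent incubation reported viability.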
HT1080-NT tox: kills 2HG-producing HT-1080-NT fibrosarcoma cells; HT-1080-NT fibrosarcoma viability, CellTiter-Glo ATP luminescence, 48 h; Potency, µM (titrated, usually from 46.1 µM), for inactives: top-dose activity, negative = less viability, hits mostly cytotoxic; 360,000 compounds, 1.6% hits;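 note: NT is the 2HG producing partner of a matched IDH1 knockdown line; potency is the fitted concentration of half-maximal effect; 0% = DMSO-treated cells and -100% = media-only wells without cells; nearly all actives have a fitted effect of over 55% in size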
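Viability of the 2HG-overproducing fibrosarcoma line after 48 hours of compound exposure at 37 degrees C was determined by luminescence with CellTiter-Glo, and concentration-effect curves were then fitted and categorized.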
* hit, by the source's call; i = inactive; ? = inconclusive; . = not tested or not shown; & = joins results of further samples; [ ] = remark or other dose. Unless noted, calls come from the whole dose curve; as a rule, active = well fitted curve in the direction sought with a large enough effect; inconclusive = small, poorly fitted or top-dose-only effect, or another doubt; inactive = no such curve, though single readings can be large; an effect the other way counts as inactive or inconclusive.

cpd	Molecule	KB-3-1 cytotox	KB-V1 MDR tox	GLP1R ag	IL-1B inflam inh	DRD3 antagonist
1	COc1ccc(C(C)(C)C)cc1NC(=O)C1CC=CCC1C(=O)O (stereo not drawn)	8%	-18%	0%	27	-4
2	Cc1noc(C(=O)Nc2ccc(C#N)cc2)c1Cl	-14%	?	4%	28	-14
3	C=CCNc1nc(Cl)nc(NCc2ccco2)n1	0%	-16%	0%	6	-3
4	O=C(c1cnc(N2CCN(c3ccccn3)CC2)c2ccccc12)N1CCN(c2cccc(Cl)c2)CC1	?	?	2%	-60*	26
5	CCCNC(=O)Cn1sc2nc(C)cc(C)c2c1=O	?	6%	3%	?	-24
6	O=C(c1ccccc1)N(Cc1ccc(F)cc1)Cc1nc2ccccc2c(=O)[nH]1	-6%	-19%	9%	21	0
7	CC(C)(C)C1CCC2(CC1)SCC(=O)N2c1ccccc1 (stereo not drawn)	4%	10%	1%	21	7
8	CCN(C(=O)CSc1ncnc2sccc12)c1c(N)n(Cc2ccccc2)c(=O)[nH]c1=O	2%	11%	3%	15	-2
9	CN1CCN(C(=O)CCn2c(=O)c3cccn3c3cccnc32)CC1	14%	4%	-1%	20	0
10	COc1ccc2ccccc2c1/C=N/NC(=O)c1nnn(-c2nonc2N)c1CN(C)C	1%	22%	4%	-7	7
11	Cc1cccc(C(=O)N(C(=O)c2cccc(C)c2)N(C)C)c1	7%	-5%	19%	18	12
12	CCOc1ccc(N2CC(C(=O)Nc3ccccc3C(=O)NC3CC3)CC2=O)cc1 (stereo not drawn)	15%	-4%	7%	3	2

cpd	SW480 rereplic	DRD3 agonist	HT1080 IDH1KD tx	HT1080-NT tox
1	16%	3	5%	1%
2	19%	2	23%	19%
3	-4%	-4	10%	8%
4	?	25	?	-21%
5	?	3	?	-30%
6	4.1µM*	-4	6.3µM*	7.1µM*
7	-1%	8	-5%[9.24 µM]	-1%
8	-9%	0	?	-10%
9	-6%	-1	5%	10%
10	-7%	0	3%	13%
11	-9%	-1	-3%	1%
12	2%	9	8%	3%

Quoted from above: entries 1–10
cpd	Molecule	KB-3-1 cytotox	KB-V1 MDR tox	GLP1R ag	IL-1B inflam inh	DRD3 antagonist
1	COc1ccc(C(C)(C)C)cc1NC(=O)C1CC=CCC1C(=O)O (stereo not drawn)	8%	-18%	0%	27	-4
2	Cc1noc(C(=O)Nc2ccc(C#N)cc2)c1Cl	-14%	?	4%	28	-14
3	C=CCNc1nc(Cl)nc(NCc2ccco2)n1	0%	-16%	0%	6	-3
4	O=C(c1cnc(N2CCN(c3ccccn3)CC2)c2ccccc12)N1CCN(c2cccc(Cl)c2)CC1	?	?	2%	-60*	26
5	CCCNC(=O)Cn1sc2nc(C)cc(C)c2c1=O	?	6%	3%	?	-24
6	O=C(c1ccccc1)N(Cc1ccc(F)cc1)Cc1nc2ccccc2c(=O)[nH]1	-6%	-19%	9%	21	0
7	CC(C)(C)C1CCC2(CC1)SCC(=O)N2c1ccccc1 (stereo not drawn)	4%	10%	1%	21	7
8	CCN(C(=O)CSc1ncnc2sccc12)c1c(N)n(Cc2ccccc2)c(=O)[nH]c1=O	2%	11%	3%	15	-2
9	CN1CCN(C(=O)CCn2c(=O)c3cccn3c3cccnc32)CC1	14%	4%	-1%	20	0
10	COc1ccc2ccccc2c1/C=N/NC(=O)c1nnn(-c2nonc2N)c1CN(C)C	1%	22%	4%	-7	7

cpd	SW480 rereplic	DRD3 agonist	HT1080 IDH1KD tx	HT1080-NT tox
1	16%	3	5%	1%
2	19%	2	23%	19%
3	-4%	-4	10%	8%
4	?	25	?	-21%
5	?	3	?	-30%
6	4.1µM*	-4	6.3µM*	7.1µM*
7	-1%	8	-5%[9.24 µM]	-1%
8	-9%	0	?	-10%
9	-6%	-1	5%	10%
10	-7%	0	3%	13%

Additional compounds follow:
cpd	Molecule	KB-3-1 cytotox	KB-V1 MDR tox	GLP1R ag	IL-1B inflam inh	DRD3 antagonist
13	O=C(NCc1cccnc1)[C@@H]1CC=C[C@@H]2CCN(Cc3ccc(Cl)c(Cl)c3)C(=O)[C@@H]21	-2%&-2%	?	-4%	-7	-11
14	CC(C)Cc1nc(NCCN2CCOCC2)c(C#N)c2c1COC(C)(C)C2	-1%	-25%	?	?	8
15	CCOC(=O)Cc1c(C)nc2c(C#N)c[nH]n2c1=O	1%	?	1%	6	0
16	CCc1cc2c(NC(Cc3ccccc3)C(=O)O)nc(C)nc2s1 (stereo not drawn)	-1%	16%	-4%	32	-8
17	CC1CN(CCCOc2ccccc2[N+](=O)[O-])CC(C)O1 (stereo not drawn)	-4%	-2%	-7%	2	-59*
18	Cc1c(C(=O)N2CCC(C)CC2)sc2ncnc(N3CCN(c4ccccc4)CC3)c12	-2%	4.6µM*	0%	-27	23
19	O=C1COc2ccc(S(=O)(=O)N3CCCC3)cc2N1	1%	22%	11%	-5	-12
20	Cc1ccc(OCCNC(=O)CCNS(=O)(=O)c2ccc(C)cc2)cc1	-7%	-23%	0%	-6	-11
21	CO/N=C(/c1nonc1N)N1CCN(c2ccc([N+](=O)[O-])cc2)CC1	-9%	2%	1%	-6	16
22	O=C(CN1C(=O)c2ccccc2S1(=O)=O)Nc1ccc(S(=O)(=O)Nc2ncccn2)cc1	0%	-10%	-4%	3	-16
23	COc1cccc(-c2cnc(C(O)c3ccc(OC)c(F)c3)[nH]2)c1 (stereo not drawn)	0%	-4%	8%	-2	1
24	O=C(CN1C(=O)c2cccnc2Oc2ccc(Cl)cc21)NC1CCCCCC1	8%	0%	5%	0	1

cpd	SW480 rereplic	DRD3 agonist	HT1080 IDH1KD tx	HT1080-NT tox
13	-10%	8	-1%	-2%
14	-2%	-11	0%	-5%
15	-1%	0	2%	13%
16	-4%	4	1%	5%
17	-1%	-50	0%	9%[9.24 µM]
18	-6%	0	-4%	-1%
19	-8%	-11	8%	14%
20	-2%	-5	-1%	-4%
21	-1%	2	-3%	-14%
22	8%	-8	-3%	-5%
23	.	-4	11%	23%
24	10%	1	-13%	-3%

(continued)
cpd	Molecule	KB-3-1 cytotox	KB-V1 MDR tox	GLP1R ag	IL-1B inflam inh	DRD3 antagonist
25	CCN(CC(=O)Nc1ccccc1C(F)(F)F)C(=O)CCc1ccccc1	27%	-3%	12%	9	2
26	CC(C)(C)n1ncc2c(=O)n(Cc3ccc(Cl)cc3)cnc21	-2%	-17%	16%	?	20
27	Cc1ccc(NC(=O)C2COc3ccccc3O2)cc1S(=O)(=O)N1CCOCC1 (stereo not drawn)	1%	-7%	-1%	15	2
28	COC(=O)c1cc(NC(=O)c2ccco2)ccc1N1CCOCC1	?	-3%	9%	.	0
29	Cc1c(N)cccc1-n1cnnn1	-17%	2%	4%	9	0
30	O=C(CN(C(=O)c1csnn1)c1ccc(F)cc1)NCc1ccc(F)cc1	-4%	11%	16%	-22	5
31	COc1ccc(C2=NNC(c3cccnc3)=Nc3ccccc32)cc1	11%	-28%	-2%	0	5
32	COc1ccc(NC(=O)c2cc(-c3ccc(F)cc3C)n[nH]2)cc1OC	-6%	-2%	20%	?	-1
33	Cn1c(=O)oc2cc(S(=O)(=O)N3CCN(c4ccc(F)cc4)CC3)ccc21	-2%	-21%	-1%	37	5
34	CCOC(=O)CN1NC2(CCC(C(C)(C)C)CC2)NC1=S (stereo not drawn)	10%	14%	1%	6	-30
35	CCOC(=O)c1sc(NC(=O)CSc2ncn(-c3ccccc3)n2)nc1C	-2%	-13%	4%	10	-28
36	CCCCOc1cccc(C(=O)Nc2ccc(N3CCN(CC)CC3)cc2)c1	?	0%	6%	3	16

cpd	SW480 rereplic	DRD3 agonist	HT1080 IDH1KD tx	HT1080-NT tox
25	-9%	5	0%	0%
26	-16%	7	-12%	1%
27	-18%	-4	13%	-2%
28	?	-3	8%	6%
29	0%	6	1%	1%
30	-8%	7	3%	-4%
31	22%	7	1%	-10%
32	.	-4	-18%	-3%
33	-1%	-15	-3%	0%
34	-2%[9.22 µM]	1	1%	0%
35	-3%	-3	-2%	-11%
36	?	-10	-11%	-24%

Other compounds follow:
cpd	Molecule	KB-3-1 cytotox	KB-V1 MDR tox	GLP1R ag	IL-1B inflam inh	DRD3 antagonist
37	O=C(CCCC(=O)N(CC(=O)NC1CCCC1)Cc1ccc(F)cc1)Nc1ccccn1	1%	-17%	2%	-20	-22
38	COc1ccc2c(c1)c(C(O)CN1CCC(Cc3ccccc3)CC1)c(C)n2C (stereo not drawn)	-4%	0%	6%	-90*	-20
39	N#Cc1ccc(S(=O)(=O)NC2CCCCNC2=O)cc1 (stereo not drawn)	-17%	0%	5%	4	7
40	COc1ccc(CCNC(=O)CC2SC(=NCCC(C)C)NC2=O)cc1OC (stereo not drawn)	8%	-1%	-9%	-3	-24
41	CC(=O)c1cccc(NC(=O)C(C)Sc2nnc3ccccn23)c1 (stereo not drawn)	6%	2%	-2%	0	-28
42	O=C(NC(=S)NCCN1CCOCC1)c1ccc(F)cc1	10%	-5%	1%	i	17

cpd	SW480 rereplic	DRD3 agonist	HT1080 IDH1KD tx	HT1080-NT tox
37	-6%	1	11%	23%
38	7%	-7	-1%	-3%
39	-7%	4	14%	2%
40	3%	0	8%	4%
41	.	-12	-5%	0%
42	-7%	-5	-1%	2%
